# Assay outcomes as filed in PubChem.
# D2 antag – D2 dopamine receptor (human) antagonism; P14416; HEK293 TREx D2 cells, calcium flux, dopamine EC80; inhibition, % at 10 µM; 2% of 340,000 active; AID 485344; in the data active means inhibition above about 30%; further: 0% is about no effect
#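 HEK293 T-REx D2 cells, tet-induced, calcium dye no-wash. Cpd pintool add, 180 s kinetic, then EC80 DA, 180 s kinetic. Ca flux read.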
# rTrxR1 inhibitor – inhibitors of rat thioredoxin reductase 1. AID 588453. O89049. Potency, µM (highest dose often 114 µM), for inactives: at the highest dose activity change, negative = inhibition, actives largely listed as inhibitors. recombinant rTrxR1, NADPH fluorescence consumption, selenite substrate. 1% of 390,000 active; further: potency means the concentration at half of the fitted maximal effect; on the % scale 0 is the no-effect control and ±100 the full control effect; nearly all actives have a fitted effect of over 65% in size
# Target sequence (O89049 whole entry, looked up): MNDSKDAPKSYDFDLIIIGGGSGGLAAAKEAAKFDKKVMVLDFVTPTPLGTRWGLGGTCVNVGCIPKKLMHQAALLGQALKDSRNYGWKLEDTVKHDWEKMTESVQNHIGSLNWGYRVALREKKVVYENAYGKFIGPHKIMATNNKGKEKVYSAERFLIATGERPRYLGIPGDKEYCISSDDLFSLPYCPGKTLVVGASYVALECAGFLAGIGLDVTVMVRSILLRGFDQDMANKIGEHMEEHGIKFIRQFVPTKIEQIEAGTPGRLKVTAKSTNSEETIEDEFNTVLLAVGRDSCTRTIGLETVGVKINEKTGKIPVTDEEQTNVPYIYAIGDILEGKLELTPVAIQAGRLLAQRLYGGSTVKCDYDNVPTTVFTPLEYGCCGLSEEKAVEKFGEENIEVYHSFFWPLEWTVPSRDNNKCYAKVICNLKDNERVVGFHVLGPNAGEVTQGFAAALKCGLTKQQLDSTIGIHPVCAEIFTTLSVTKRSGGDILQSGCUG
#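 Rat TrxR1 (90 nM in the dispensed reagent) was pre-reduced with 400 uM NADPH for 5 min at room temperature, then incubated with compound for 15 min. After 400 uM selenite was added, NADPH fluorescence (Ex 340/Em 450 nm) was followed for 8 min.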
# TRHR PAM – allosteric enhancers of human TRH receptor | enhancement, % at 2 µM | TRHR cells, fluo-8 calcium fluorescence, EC20 TRH enhancement | AID 493056 | 0.66% of 360,000 active | P34981; in the data active means enhancement above about 30%; further: 0% is about no effect
#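 Enhancer read-out: after compound pinning and an initial kinetic agonist-mode read, an EC20 of TRH (10 nM final) was injected and fluo-8 calcium signal (Ex 480/Em 530) followed at 1 s/cycle for 100 cycles in TRHR-expressing cells.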
# TRHR ag – activates the human TRH receptor. 0.18% of 360,000 active. TRHR cells, calcium flux fluo-8, FDSS agonist mode. activation, % at 2 µM; in the data active means activation above about 30%; further: 0% is about no effect
#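 Fluo-8-loaded TRHR cells; 10 s baseline, compound added, kinetic Ca2+ fluorescence read 1/s, agonist mode.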
# IDH1 R132H inh – inhibitors of human mutant IDH1 R132H; AID 602179; Potency, µM (top dose mostly 76.6 µM), for inactives: top-dose activity change, negative = inhibition, actives largely listed as inhibitors; O75874; 0.093% of 390,000 active; IDH1-R132H enzyme, NADPH consumption, diaphorase/resazurin fluorescence; further: potency means the concentration at half of the fitted maximal effect; on the % scale 0 is the no-effect control and ±100 the full control effect; nearly all actives have a fitted effect of over 65% in size
#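 IDH1-R132H (0.5 ug/mL) preincubated 30 min with compound, then NADPH (0.016 mM) and alpha-KG (2 mM) added; 80 min at RT, pH 7.5. Remaining NADPH coupled via diaphorase/resazurin to fluorescence (540/590 nm); concentration-response curves normalized to no-enzyme control.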
# D2 agonist – agonists of human D2 dopamine receptor; P14416; HEK293 T-REx D2 cells, calcium flux agonist mode; activation, % at 2 µM; 0.53% of 340,000 active; AID 485358;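 active means activation over 3 SD above normal in the single-dose calcium agonist read, cut at about 30% in these data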; further: 0% is about no effect
#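 Calcium-flux readout, 1 cycle/sec over 180 s following compound pin transfer, in inducible HEK293 Trex D2 cells (force-coupled); dopamine controls included. Positive calcium responses during this window marked compounds as potential agonists.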
# USP1 inh – inhibitors of human USP1/UAF1 deubiquitinase. recombinant USP1/UAF1, Ub-Rhodamine cleavage fluorescence. Potency, µM (series often up to 57.1 µM), for inactives: at the highest dose activity change, negative = inhibition, hits mostly inhibitors. 0.23% of 390,000 active; further: potency means the concentration at half of the fitted maximal effect; on the % scale 0 is the no-effect control and ±100 the full control effect; nearly all actives have a fitted effect of over 60% in size; inactives centre near -12
#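 High-throughput fluorogenic screen: 1nM USP1/UAF1 complex, Ub-Rho substrate 150nM final, 50mM HEPES pH 7.8 with 0.5mM EDTA, 0.1 mg/ml BSA, 1mM TCEP and 0.01% Tween-20.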
# PI4K2A inh – inhibitors of human PI4K2A; AID 1346378; 0.13% of 420,000 active; activity change, negative = inhibition, % at 76.9 µM; purified PI4K2A, ADP-Glo luminescence, 1 h; active compounds read low; in the data active means activity change below about -50%; inconclusive means mostly about -30% to -49%;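 further: -100% = wells without enzyme as full effect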
# Target sequence (Q9BTU6 whole entry, looked up): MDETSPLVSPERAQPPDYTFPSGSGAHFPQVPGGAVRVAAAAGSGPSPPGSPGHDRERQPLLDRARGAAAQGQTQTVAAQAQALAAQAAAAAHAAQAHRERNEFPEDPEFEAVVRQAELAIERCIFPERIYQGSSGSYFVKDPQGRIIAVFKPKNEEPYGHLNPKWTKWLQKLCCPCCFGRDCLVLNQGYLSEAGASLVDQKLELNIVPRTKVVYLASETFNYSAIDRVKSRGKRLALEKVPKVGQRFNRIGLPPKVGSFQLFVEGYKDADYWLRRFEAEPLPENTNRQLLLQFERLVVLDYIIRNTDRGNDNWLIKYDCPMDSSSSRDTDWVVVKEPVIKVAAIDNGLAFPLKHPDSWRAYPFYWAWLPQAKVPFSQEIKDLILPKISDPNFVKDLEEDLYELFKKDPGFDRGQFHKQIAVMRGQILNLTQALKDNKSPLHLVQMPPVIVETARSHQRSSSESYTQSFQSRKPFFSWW
#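 In this quantitative HTS, ADP production by PI4K2A was quantified luminescently after 1 h at ambient temperature; 100 microM adenosine served as plate-quality control.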
# TrxR1 substrate – rat thioredoxin reductase 1 substrate activity; O89049; purified TrxR1 substrate turnover, NADPH consumption readout; Potency, µM (highest dose often 114 µM), without a hit: top-dose activity change, negative = substrate turnover; 0.01% of 390,000 active; further: potency means the concentration at half of the fitted maximal effect; on the % scale 0 is the no-effect control and ±100 the full control effect; nearly all actives have a fitted effect of over 50% in size
#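 Rat TrxR1, dispensed at 90 nM, was prereduced with 400 uM NADPH (final) for 5 min at ~22 deg C, then incubated with compound 15 min before 400 uM selenite. A first-read NADPH fluorescence drop versus no-compound background flagged substrates.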
# Active calls of the source: *; ? = inconclusive; · = no result given; [ ] = another dose, or the depositor's remark. Unless noted, the call rests on the fitted dose curve; in most records, active means well fitted inhibition curve with a large enough effect; inconclusive means small, poorly fitted or top-dose-only effect; inactive means no such curve, though single readings can be large or run the other way.
[1] CC1CCCCN1N=Nc1nc2c([nH]1)c(=O)n(C)c(=O)n2C (stereo unspecified)
[2] COc1ccc(CNC(=O)[C@@H](NC(=O)C2CCN(C(=O)[C@@H]3CCCN3C(=O)OC(C)(C)C)CC2)C(C)C)cc1
[3] Cc1nnc2sc(SCC(=O)N3CCC(C)CC3)nn2c1=O
[4] COc1ccc(Cn2c(=N)c(C(=O)NC3CCCCC3)cc3c(=O)n4ccccc4nc32)cc1
[5] Cc1ccc(S(=O)(=O)/N=C(/c2ccc(F)cc2)N2CCCC2)cc1
[6] COc1ccc(C(=O)Nc2nc(C)c(C)s2)cc1OC
[7] CCOc1ccc(C2(C)NC(=O)N(CCN(C)C)C2=O)cc1 (stereo unspecified)
[8] O=C(N[C@@H](Cc1ccccc1)C(=O)NCc1ccc(F)cc1)C1CCNCC1

Screen / compound no.	1	2	3	4	5	6	7	8
D2 antag	·	·	-7	27	13	4	13	25
rTrxR1 inhibitor	-1%[2.29 µM]	8%	8%	10%	20%	-11%	30%	14%
TRHR PAM	·	1	3	-3	0	-2	2	2
TRHR ag	·	0.0	0.2	-0.3	-0.5	0.0	0.2	0.1
IDH1 R132H inh	-4%	-10%	-19%	-9%	-3%	4%	6%	-9%
D2 agonist	·	·	0.7	-0.6	1.5	0.8	-0.4	-0.5
USP1 inh	?	-6%	-17%	-25%	-16%	-6%	-15%	-22%
PI4K2A inh	-2	2	-6	-1	-3	-7	2	-1
TrxR1 substrate	3%[57.1 µM]	-3%	-3%	4%	2%	6%[57.1 µM]	12%	-4%

[9] CCCCN(C)S(=O)(=O)c1ccc(NC2=NS(=O)(=O)c3ccccc32)cc1
[10] COc1ccccc1NC(=O)CSc1nc2c(sc3ccccc32)c(=O)n1CCN(C)C
[11] CC[C@H](C)[C@@H](NC(=O)O[C@@H]1C(=O)c2cc(OC)ccc2O[C@H]1c1ccc(OC)c(Br)c1)C(=O)OC
[12] CCN(CC)c1ccc(NC(=O)/C=C\c2ccccc2Cl)cc1
[13] Cc1ccc(-n2nc(C)c3c2C(Br)C(C)(C)CC3=O)nc1 (stereo unspecified)
[14] O=C(NCc1ccc2c(c1)OCO2)Nc1ccc2ccccc2c1
[15] COc1ccc(Nc2ncc3c(n2)CCN(C(=O)OC(C)(C)C)C3)cc1
[16] CCOc1ccc(-c2cn3c(n2)sc2cc(C(=O)NC4CCCc5ccccc54)ccc23)cc1 (stereo unspecified)

Screen / compound no.	9	10	11	12	13	14	15	16
D2 antag	·	1	22	-23	·	-12	·	·
rTrxR1 inhibitor	40%[activator]	12%[57.1 µM]	22%[57.1 µM]	2%	-6%	-4%[57.1 µM]	17%	16%
TRHR PAM	26	5	-6	18	·	-1	3	2
TRHR ag	-0.5	1.2	0.7	0.2	·	0.5	-0.8	0.1
IDH1 R132H inh	7%	5%	-10%	8%	3%	3%	-3%	-12%
D2 agonist	0.3	-0.2	0.5	0.2	·	-0.4	-0.1	-0.1
USP1 inh	-23%	-19%	-16%	?	-3%	-1%	-13%	-1%
PI4K2A inh	-8	-3	-5	-1	-6	0	-6	-3
TrxR1 substrate	47%[activator]	2%[57.1 µM]	26%[57.1 µM]	3%	-10%	0%[57.1 µM]	-6%	10%

# Quoted from the listing:
# Entry of CCCCN(C)S(=O)(=O)c1ccc(NC2=NS(=O)(=O)c3ccccc32)cc1 in TRHR ag: -0.5
# Entry of COc1ccccc1NC(=O)CSc1nc2c(sc3ccccc32)c(=O)n1CCN(C)C in D2 agonist: -0.2

# Going on with the list.
[17] COc1cc(/C=N/NC(=O)c2cnccn2)cc(OC)c1OC
[18] Cc1ccc(NC(=O)CN2CCCC2)cc1Br
[19] COc1cc(/C=C/c2onc(C)c2[N+](=O)[O-])cc(OC)c1OC
[20] O=C(c1cccnc1)N1C2CCC1CC(O)(c1ccc(F)cc1)C2 (stereo unspecified)
[21] Cc1cc(S(=O)(=O)N2CC(=O)N(CCc3ccccc3)C(=O)C2)ccc1F
[22] Fc1ccc(-n2ncc3c(SCc4cccnc4)ncnc32)cc1
[23] O=C(Nc1cccc(-c2nn[nH]n2)c1)c1ccc(Br)s1
[24] O=C(Nc1ccc(F)cc1)Oc1ccccc1N1CCOCC1

Screen / compound no.	17	18	19	20	21	22	23	24
D2 antag	·	19	·	1	-2	-2	-9	-4
rTrxR1 inhibitor	-5%[57.1 µM]	4%	-13%[57.1 µM]	7%	12%	12%[57.1 µM]	-24%	5%[57.1 µM]
TRHR PAM	1	4	·	1	15	2	-5	-3
TRHR ag	0.4	0.6	·	-0.2	-0.1	0.1	-0.6	0.5
IDH1 R132H inh	-2%	-12%	1%	-1%	0%	7%	3%	5%
D2 agonist	·	1.0	·	0.9	0.1	-0.2	-1.2	0.4
USP1 inh	-18%	0%	-14%	-1%	0%	-17%	-3%	-4%
PI4K2A inh	-1	-4	2	1	5	0	1	0
TrxR1 substrate	-13%	-3%	0%[57.1 µM]	3%	3%	8%[57.1 µM]	-19%	-2%[57.1 µM]

[25] CC12CCC(C(=O)N(NC(=O)c3cc(Cl)ccc3O)C1=O)C2(C)C (stereo unspecified)
[26] CCCCn1cnc2c(SCCc3ccccc3)nc(N)nc21
[27] Cc1cccc(C)c1Nc1c(-c2ccc(N3CCOCC3)cc2)nc2cnccn12
[28] Cc1ccsc1C(=O)NC1CCCCC1C (stereo unspecified)
[29] CCOC(=O)C1CCCN(CC(=O)N2CCCc3c2c(=O)oc2ccc(OCc4ccccc4)cc32)C1 (stereo unspecified)
[30] COC(=O)c1ccc(NC(=S)NC2CC3CCC2C3)cc1 (stereo unspecified)
[31] O=C(CSc1nnc(Cc2ccccc2)n1Cc1ccco1)NC12CC3CC(CC(C3)C1)C2
[32] CCN(CC)S(=O)(=O)c1ccc(N/N=C(\C)c2ccncc2)c([N+](=O)[O-])c1

Screen / compound no.	25	26	27	28	29	30	31	32
D2 antag	-14	·	5	-11	·	5	5	-26
rTrxR1 inhibitor	6%[2.29 µM]	12%	-19%	21%	-2%	-17%	10%	2%
TRHR PAM	10	·	-8	0	-4	5	-7	-9
TRHR ag	0.1	·	0.7	-0.1	0.0	1.6	0.7	-1.4
IDH1 R132H inh	-3%	0%	-7%	2%	-11%	1%	4%	-1%
D2 agonist	0.2	·	2.7	0.3	·	3.5	-2.0	-1.7
USP1 inh	-24%	-4%	-6%	-17%	-27%	-7%	-15%	-17%
PI4K2A inh	2	-2	-2	-5	-3	-6	3	10
TrxR1 substrate	105%[activator]	20%	-8%	4%	25%	-14%	3%	-8%

# Seven compounds already listed, arranged by the value under D2 antag, high to low.
entry	Structure	D2 antag
18	Cc1ccc(NC(=O)CN2CCCC2)cc1Br	19
5	Cc1ccc(S(=O)(=O)/N=C(/c2ccc(F)cc2)N2CCCC2)cc1	13
6	COc1ccc(C(=O)Nc2nc(C)c(C)s2)cc1OC	4
23	O=C(Nc1cccc(-c2nn[nH]n2)c1)c1ccc(Br)s1	-9
14	O=C(NCc1ccc2c(c1)OCO2)Nc1ccc2ccccc2c1	-12
12	CCN(CC)c1ccc(NC(=O)/C=C\c2ccccc2Cl)cc1	-23
32	CCN(CC)S(=O)(=O)c1ccc(N/N=C(\C)c2ccncc2)c([N+](=O)[O-])c1	-26

# (further entries)
[33] N#Cc1cc2c(nc1SCc1cccnc1)CCC2
[34] COc1ccccc1C1CN(c2ccccc2)N=C1c1cccs1 (stereo unspecified)
[35] CCC(C)(C)n1nnnc1C(c1ccc2ncccc2c1)N1CCCC(C)C1 (stereo unspecified)
[36] O=C(C1CCN(S(=O)(=O)c2cccs2)CC1)N1CCc2ccccc2C1
[37] CCCc1cc(C(=O)NCc2ccco2)no1
[38] O=C(Nc1nc(-c2ccc(Cl)s2)cs1)c1ccco1
[39] O=C(c1ccco1)N1CCN(C(=O)N2c3ccccc3Sc3ccccc32)CC1
[40] CCCCN(C(=O)CCC(=O)O)C1CC(=O)N(c2ccc(OCCC)cc2)C1=O (stereo unspecified)

Screen / compound no.	33	34	35	36	37	38	39	40
D2 antag	-10	-17	-22	20	·	-21	-7	0
rTrxR1 inhibitor	-4%[57.1 µM]	?	-10%	14%	7%[57.1 µM]	18%[57.1 µM]	4%	14%
TRHR PAM	-1	-24	-7	-5	-2	-1	-9	3
TRHR ag	-1.1	0.1	-0.9	0.2	0.1	-1.0	-1.7	0.3
IDH1 R132H inh	4%	8%	3%	3%	-1%	6%	5%	6%
D2 agonist	0.4	0.5	0.6	0.4	·	-0.2	0.3	0.7
USP1 inh	-5%	-11%	-20%	?	-18%	-22%	-14%	-15%
PI4K2A inh	7	1	-2	0	-5	-1	0	1
TrxR1 substrate	8%[57.1 µM]	92%[activator]	-7%	6%	6%[57.1 µM]	4%[57.1 µM]	8%	5%

[41] CC1CCCCN1CCCNC(=O)c1cc(Sc2cccc(Cl)c2)nc2ccccc12 (stereo unspecified)
[42] Cc1ccc(C(=O)Nc2ccccc2Cl)cc1
[43] O=S(=O)(N/N=C\c1cccn1-c1ccccc1)c1ccc2ccccc2c1
[44] COc1cccc(/C=N/NC(=O)c2cc3c(OC)ccc(OC)c3[nH]2)c1O
[45] CNC(=O)c1sc2nc(-c3ccc(OC)cc3)cn2c1C
[46] Cc1ccccc1NC(=O)/C(C#N)=C\c1cccnc1

Screen / compound no.	41	42	43	44	45	46
D2 antag	·	·	2	9	-20	0
rTrxR1 inhibitor	2%[57.1 µM]	12%	3%[11.4 µM]	5%[57.1 µM]	7%[57.1 µM]	5%
TRHR PAM	-3	3	-3	4	10	-1
TRHR ag	0.5	-0.2	-0.2	-0.3	-0.5	0.2
IDH1 R132H inh	-8%	6%	2%	-1%	18%	0%
D2 agonist	0.2	·	1.0	-1.9	0.4	0.7
USP1 inh	-27%	-7%	-6%	-23%	-27%	-8%
PI4K2A inh	1	-5	1	-7	3	6
TrxR1 substrate	-1%[57.1 µM]	3%	-1%[11.4 µM]	0%[57.1 µM]	2%[57.1 µM]	4%
